Screens: PubChem, The Scripps Research Institute Molecular Screening Center
TEAD-YAP inh: TEAD-YAP interaction inhibition; HEK-TIYL cells, TEAD-Gal4/YAP UAS-luciferase luminescence; inhibition, % at 9.12 µM; actives 1.4% (n = 640,000); in the data active = inhibition above about 32%;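 also: 0% = median of test compound wells and 100% = reference inhibitor wells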
FBW7 act: activators of human E3 ligase FBW7 | Q969H0 | AlphaScreen FBW7–phospho-cyclin E peptide binding, activator screen | normalized activity (activation), % at 26.1 µM | actives 0.13% (n = 650,000) | AID 1259310; in the data active = normalized activity above about 1.9%;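 also: purified mutant Fbw7 with reduced substrate affinity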
Target sequence (Q969H0 whole entry, looked up): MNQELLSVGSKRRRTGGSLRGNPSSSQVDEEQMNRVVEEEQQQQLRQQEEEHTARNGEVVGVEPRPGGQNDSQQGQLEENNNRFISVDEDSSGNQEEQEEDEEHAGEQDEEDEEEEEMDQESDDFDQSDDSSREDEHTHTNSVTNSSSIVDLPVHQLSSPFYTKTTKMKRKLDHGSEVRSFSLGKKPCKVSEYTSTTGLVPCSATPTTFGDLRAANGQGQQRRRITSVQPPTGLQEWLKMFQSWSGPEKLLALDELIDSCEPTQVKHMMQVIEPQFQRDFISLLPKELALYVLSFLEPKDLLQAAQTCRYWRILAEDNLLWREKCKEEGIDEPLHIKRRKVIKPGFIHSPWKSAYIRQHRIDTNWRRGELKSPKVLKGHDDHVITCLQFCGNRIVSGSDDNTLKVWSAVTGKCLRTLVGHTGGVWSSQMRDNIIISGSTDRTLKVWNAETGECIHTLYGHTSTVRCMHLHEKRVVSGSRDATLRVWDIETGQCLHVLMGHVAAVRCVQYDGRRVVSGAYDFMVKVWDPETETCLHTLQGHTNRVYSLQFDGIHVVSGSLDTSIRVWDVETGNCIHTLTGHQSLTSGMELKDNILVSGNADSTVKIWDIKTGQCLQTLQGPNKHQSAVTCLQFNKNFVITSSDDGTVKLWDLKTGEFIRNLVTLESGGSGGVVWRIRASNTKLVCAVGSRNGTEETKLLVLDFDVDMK
MITF primary: human MITF inhibition, primary screen | O75030 | AlphaScreen MITF homodimerization, bead proximity signal | inhibition, % at 2.6 µM | actives 0.91% (n = 650,000) | AID 1259374; in the data active = inhibition above about 50%;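 also: 0% = vehicle wells with protein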
GPR151 activ: human GPR151 activation; Q8TDV0; PathHunter beta-arrestin GPR151 cells, luminescence; activation, % at 11.2 µM; actives 1% (n = 650,000); in the data active = activation above about 4.9%;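 also: 0% = median of compound wells and 100% = cells with positive control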
Target sequence (Q8TDV0 whole entry, looked up): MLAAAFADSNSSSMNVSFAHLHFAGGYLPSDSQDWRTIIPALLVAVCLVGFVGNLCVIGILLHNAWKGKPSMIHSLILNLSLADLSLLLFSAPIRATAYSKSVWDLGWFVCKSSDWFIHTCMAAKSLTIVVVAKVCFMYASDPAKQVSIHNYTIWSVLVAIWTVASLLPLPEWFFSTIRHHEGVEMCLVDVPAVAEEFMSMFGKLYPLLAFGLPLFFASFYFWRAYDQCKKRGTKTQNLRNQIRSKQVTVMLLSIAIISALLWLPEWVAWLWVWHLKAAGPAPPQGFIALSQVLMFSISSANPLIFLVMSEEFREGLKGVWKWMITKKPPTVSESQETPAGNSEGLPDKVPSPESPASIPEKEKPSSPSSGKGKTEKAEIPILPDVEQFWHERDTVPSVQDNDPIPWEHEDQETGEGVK
An asterisk follows results filed as active.

Values run as follows: GPR151 activ	MITF primary	FBW7 act	TEAD-YAP inh
CC1CN(S(=O)(=O)c2ccc(Cl)cc2)CCN1S(=O)(=O)c1ccc(Cl)cc1 (centres undefined)
→ -0.9	-9	0.0	1
CCN(CC(=O)NCc1ccco1)S(=O)(=O)c1ccc(C)cc1
→ 0.6	21	0.8	0
CC(C)c1ccc(/C=C2\N=C(c3cccc([N+](=O)[O-])c3)OC2=O)cc1
→ 3.0	15	0.0	1
CC1=CC(=O)C=C/C1=N/OS(=O)(=O)c1cccc([N+](=O)[O-])c1
→ -1.6	15	0.0	11
O=C1CN(C(=O)CSc2nnc3sc4ccccc4n23)c2ccccc2N1
→ 1.5	6	0.1	-8
CCCCCn1c(SCC(=O)OCC)nc2cc(C(=O)N3CCC(C(N)=O)CC3)ccc2c1=O
→ 1.4	-7	0.0	0
CCOc1ccc(-n2nc3ccc(NC(=O)COc4ccc([N+](=O)[O-])cc4)cc3n2)cc1
→ -1.3	3	0.0	-2
O=C(O)c1cccc([N+](=O)[O-])c1C(=O)Nc1ccc(I)cc1
→ 0.9	-10	-0.1	0
COCCNC(=O)c1cc2c(=O)n3cc(C)ccc3nc2n1C
→ 0.9	2	0.0	14
CCC(Sc1nc2ccsc2c(=O)n1CCC(=O)O)C(=O)Nc1ccc(C)cc1 (centres undefined)
→ 2.3	-1	-0.1	6

Look-ups from the entries so far:
MITF primary, COCCNC(=O)c1cc2c(=O)n3cc(C)ccc3nc2n1C reads 2
TEAD-YAP inh, CC1=CC(=O)C=C/C1=N/OS(=O)(=O)c1cccc([N+](=O)[O-])c1 reads 11

Going on with the list.
Values run as follows: GPR151 activ	MITF primary	FBW7 act	TEAD-YAP inh
COc1ccc(-c2nc(-c3cccc(OC)c3OC)[nH]c2-c2ccccc2)cc1OC
→ -1.4	14	0.0	-4
Cc1ccc(C)c(NC(=O)CSCC#N)c1
→ -0.7	0	0.2	7
N#Cc1c(N2CCOCC2)nc(N)c2c(N)nc3c(c12)CC(CCl)O3 (centres undefined)
→ -1.1	16	0.2	0
O=C(CNC(=O)Cn1cnc2ccccc2c1=O)NCCCN1CCCCCC1
→ 1.0	3	0.0	0
O=[N+]([O-])c1cccc2ccc(N3CCOCC3)nc12
→ -1.2	12	0.1	-14
CCCCNC(=O)CSc1nc2nc(C)cc(C)n2n1
→ -0.7	1	-0.1	0
CCOC(=O)c1ccc2nc(NC(=O)c3cccc(N4C(=O)CCC4=O)c3)sc2c1
→ -1.0	-2	-0.1	-1
O=C(N/N=C/c1ccc2cccc(O)c2n1)c1ccccc1
→ -0.4	11	0.3	-33
CC(CCc1ccccc1)NCc1ccc(C(=O)O)s1 (centres undefined)
→ -1.0	10	0.0	2
Nc1ccc(C2(c3ccc(N)cc3)OC(=O)c3ccccc32)cc1
→ 0.1	3	0.0	5

Record cards, from the list above. Order of values: GPR151 activ | MITF primary | FBW7 act | TEAD-YAP inh
`CC(CCc1ccccc1)NCc1ccc(C(=O)O)s1` (centres undefined) is listed as -1.0 | 10 | 0.0 | 2
`Nc1ccc(C2(c3ccc(N)cc3)OC(=O)c3ccccc32)cc1` is listed as 0.1 | 3 | 0.0 | 5
`COCCNC(=O)c1cc2c(=O)n3cc(C)ccc3nc2n1C` is listed as 0.9 | 2 | 0.0 | 14

The list goes on:
Values run as follows: GPR151 activ	MITF primary	FBW7 act	TEAD-YAP inh
O=C(Cn1nnc(-c2ccccc2NC(=O)C2CC2)n1)NC1CCCC1
→ -0.3	-6	-0.1	-6
Cc1ccc(NC(=O)C/C(N)=N/OC(=O)c2ccccc2Cl)cc1
→ -0.7	10	0.1	1
CC(CCc1ccccc1)Nc1cc(N2CCN(C(=O)c3ccccc3F)CC2)ccc1[N+](=O)[O-] (centres undefined)
→ 2.0	1	0.0	-24
Cc1cccn2c(=O)cc(O)nc12
→ -0.9	2	-0.3	8
CC(=O)c1ccc(NC(=O)CN2CCCCCC2)cc1
→ 0.7	2	-0.1	-2
CCCSCCCNC(=O)C1CC2CCCN2C12C(=O)N(C)c1ccccc12 (centres undefined)
→ -1.8	10	0.6	5
Cc1cccc(C(=O)Nc2nc(-c3ccc(F)cc3)cs2)c1
→ 0.7	11	0.7	-14
N#Cc1ccc(-c2nc3cnccn3c2NCc2ccc3c(c2)OCO3)cc1
→ -0.7	6	0.4	10
CC(C)(C)C(=O)COC(=O)c1ccc(C#N)cc1
→ -1.7	15	0.2	-2
O=C1NC(=O)N(c2cccc(F)c2)C(=O)/C1=C/c1ccc(I)o1
→ 0.8	78*	0.2	11

Following part:
Values run as follows: GPR151 activ	MITF primary	FBW7 act	TEAD-YAP inh
Cc1nc(-c2ccc(C(F)(F)F)cc2)sc1CN1CC(C)(C)C1=O
→ -0.2	2	0.0	-10
CCOc1ccccc1CN1CCN(Cc2cc(OC)ccc2OC)CC1CCO (centres undefined)
→ 0.8	3	0.0	-6
CC(=O)Nc1cccc(C(=O)N/N=C/c2ccc(F)cc2)c1
→ 0.8	13	-0.1	-42
O=C(/C=C/c1ccccc1)Nn1cnc2ccccc2c1=O
→ -0.9	-5	0.4	-22
COc1ccc(Cl)cc1N1C(=O)C2CCCN2C1c1cc(OC)c(OC)c(OC)c1 (centres undefined)
→ -0.6	4	-0.1	-1
CCCOc1ccc(-c2ccc(-c3nc(-c4ccccn4)no3)cc2)cc1
→ -1.8	8	0.0	5
O=C(NN1CCOCC1)c1csc2ccccc12
→ 0.1	0	0.5	8
O=S(=O)(c1ccc(Cl)cc1)N1CCN(C2CCC(c3ccccc3)CC2)CC1 (centres undefined)
→ -0.9	2	-0.1	3
O=C(Nc1sc2c(c1C(=O)Nc1ccc(Br)cc1)CCCCC2)c1cccnc1
→ -0.2	-8	-0.3	-8
c1ccc(-c2ncc(CSc3nc4ccccc4[nH]3)o2)cc1
→ 0.2	3	0.0	-4

Reprinted from the part before: 2 compounds; new compounds follow.
Values run as follows: GPR151 activ	MITF primary	FBW7 act	TEAD-YAP inh
O=C(Nc1sc2c(c1C(=O)Nc1ccc(Br)cc1)CCCCC2)c1cccnc1
→ -0.2	-8	-0.3	-8
c1ccc(-c2ncc(CSc3nc4ccccc4[nH]3)o2)cc1
→ 0.2	3	0.0	-4
Cn1cc(-c2cnc3c(NC4CCC(O)CC4)nccn23)cn1 (centres undefined)
→ -1.1	21	0.2	5
COc1ccc(CNC(=O)c2cnn3c2NC(c2ccc(C)cc2)CC3C(F)(F)F)cc1 (centres undefined)
→ 1.5	-13	-0.1	-4
CCc1nnc(C2CCN(C(=O)NC(C)(C)C)CC2)s1
→ -0.2	0	0.3	-6
Cc1ccc(C)c(Cn2c(CCNC(=O)COc3ccccc3)nc3ccccc32)c1
→ 0.1	-2	0.0	6
Cc1sc(-n2c(C)c3c(C)nnc(C)c3c2C)nc1-c1cccs1
→ 1.2	-5	0.0	4
CSc1nnc2c(n1)OC(c1ccccc1Br)Nc1ccccc1-2 (centres undefined)
→ 0.7	1	-0.2	0
O=C(NNc1ccc([N+](=O)[O-])cc1)c1ccc(F)cc1
→ 0.1	0	-0.2	0
O=C(O)CN1C(=O)S/C(=C\c2ccc(F)cc2)C1=O
→ 0.0	6	-0.1	-6
COc1cccc(C2C(C#N)=C(N)SC(N)=C2C#N)c1OC
→ -0.1	6	0.2	6
O=C1NC(=O)N(c2ccc3c(c2)OCO3)C(=O)/C1=C/c1ccc(N2CCCC2)c(F)c1
→ -0.1	19	-0.3	2

Next part
Values run as follows: GPR151 activ	MITF primary	FBW7 act	TEAD-YAP inh
O=C(O)c1cc([N+](=O)[O-])cc([N+](=O)[O-])c1N1CCN(c2cccc(C(F)(F)F)c2)CC1
→ 0.6	0	0.0	-15
O=C(CN1CCN(c2ccc(Cl)cc2[N+](=O)[O-])CC1)N1CCOCC1
→ -0.7	23	0.3	2
N#Cc1cnn(C(=O)c2ccc(CSc3ccc(Cl)cc3)cc2)c1N
→ -4.4	7	0.2	-7
Cc1cccc(NC(=O)C2C(=O)N(C)C3(C)CC2c2ccccc2O3)c1 (centres undefined)
→ 1.1	-6	0.0	1
Cn1c(=O)n(Cc2ccc(Cl)cc2)c(=O)c2c1nc(NCCO)n2Cc1ccccc1
→ -0.3	-39	-0.1	3
COc1ccc(C(C)=O)cc1N1C(=O)C2C3C=CC(O3)C2C1=O (centres undefined)
→ -0.6	-3	0.0	4
O=C1CC(Sc2nc(-c3ccc(Cl)cc3)cc(C(F)(F)F)n2)C2COC1O2 (centres undefined)
→ 1.0	4	0.5	7
COc1ccccc1N1CC(C)Cn2c1nc1c2c(=O)n(C)c(=O)n1C (centres undefined)
→ -0.2	-10	-0.1	-4
COC(=O)c1ccc(OC)c(S(=O)(=O)N2CCOCC2)c1
→ 1.1	-1	0.0	0
CCOC(=O)C1=CSC2(S1)C(C(=O)OCC)=CSC1=C2c2cc(OCC)ccc2N(C(C)=O)C1(C)C (centres undefined)
→ 3.3	5	0.2	6

Structures from the list above that have a tert-butyl group, in the order listed:
Values run as follows: GPR151 activ	MITF primary	FBW7 act	TEAD-YAP inh
CC(C)(C)C(=O)COC(=O)c1ccc(C#N)cc1
→ -1.7	15	0.2	-2
CCc1nnc(C2CCN(C(=O)NC(C)(C)C)CC2)s1
→ -0.2	0	0.3	-6

More records:
Values run as follows: GPR151 activ	MITF primary	FBW7 act	TEAD-YAP inh
COc1ccccc1NC(=O)C1CC12CCN(CC=C(C)C)CC2 (centres undefined)
→ -1.0	6	0.3	7
O=C1NC(=O)C2(CCN(Cc3ccccc3F)CC2)N1
→ -1.1	-3	-0.1	-1
Cc1ccc(-c2nnc3ccc(SCC(=O)N4CCCCC4)nn23)cc1
→ -0.6	9	0.1	-7
Cc1ccc(OCCOc2ccc(/C=C3/C(=N)N4N=C(COc5ccccc5)SC4=NC3=O)cc2)c(C)c1
→ 0.8	16	0.1	0
COc1ccc2oc(=O)c(-c3nc(-c4ccccc4)cs3)cc2c1
→ 2.2	2	0.6	-2
NCC1CCCN(c2ccnc(Nc3ccc(S(N)(=O)=O)cc3)n2)C1 (centres undefined)
→ -1.4	12	0.4	-49
CCn1cnc2sc(C(=O)Nc3sc(C)c(C)c3C(=O)OC)c(C)c2c1=O
→ 0.8	5	0.0	-2
Cc1cccc(NC(=O)C2C3C=CC4(O3)C2C(=O)N(CCCN2CCCCC2)C4C(=O)NC2CCCC(C)C2C)c1 (centres undefined)
→ -0.8	4	0.3	-8
Cc1c(CCNS(=O)(=O)c2ccc(F)cc2)sc2nc(-c3ccc(F)cc3)nn12
→ 2.1	6	0.8	37*
Cc1nn(-c2ccccc2)c2c1C(c1c(C)[nH]c(C#N)c1C)C(C#N)=C(N)O2 (centres undefined)
→ -0.3	7	-0.1	3

Additional entries:
Values run as follows: GPR151 activ	MITF primary	FBW7 act	TEAD-YAP inh
CCCN(CCC)S(=O)(=O)c1ccc(C(=O)Nc2c(C(=O)OC)sc3ccccc23)cc1
→ -0.3	8	-0.2	4
Cc1ccc(NC(=O)CCCn2c3ccccc3c(=O)c3ccccc32)cc1F
→ 0.7	-2	0.3	-8
CNC(=O)[C@@H]1C[C@H](NCc2ccc3ccccc3c2)CN1C/C=C/c1ccccc1
→ 1.0	5	0.0	0
COC(=O)c1ccccc1NC(=O)C(C)(C)Oc1ccc(Cl)cc1
→ -0.7	-2	0.0	2
Cc1cc(-c2ccccc2C(=O)O)on1
→ 0.9	-1	-0.1	-6
CC(C)CNS(=O)(=O)c1ccc(S(=O)(=O)NC2CCOC(C)(C)C2)cc1 (centres undefined)
→ 0.0	6	0.4	-15
N#Cc1cc([N+](=O)[O-])ccc1NC(=O)CSc1n[nH]c(=O)n1C1CC1
→ 0.9	3	-0.2	7
COc1ccc(N2CCN(C3=CC(=O)N(c4cccc(Cl)c4)C3=O)CC2)cc1
→ 1.4	11	0.1	-5
Fc1ccccc1NC(=S)N(Cc1cccs1)C1CCCC1
→ -1.8	1	0.1	-5
O=c1cc(O)c2sc3nc(-c4ccncc4)ccc3c2[nH]1
→ -0.7	-11	-0.2	-2

Other structures follow:
Values run as follows: GPR151 activ	MITF primary	FBW7 act	TEAD-YAP inh
N#C/C(=C/c1ccco1)c1cccc(F)c1
→ 1.2	68*	0.5	2
Cn1c2ccccc2c2nnc(SC3CCCCC3=O)nc21 (centres undefined)
→ 0.6	8	0.1	-43
COc1cccc(OCCOCC(O)CN2CCN(c3ccccc3)CC2)c1 (centres undefined)
→ -2.9	15	0.3	1
C=CCNC(=S)Nc1cccc(C)n1
→ -0.1	4	-0.2	14
Cc1ccc(S(=O)(=O)N2CCCCC2)cc1NC(=O)CSCC(=O)O
→ 4.5	-4	-0.1	-6
CCOC(=O)N1CCN(C(=O)/C(=C/c2ccc(F)cc2)NC(=O)c2ccccc2)CC1
→ 0.8	-13	-0.1	3
COCCN1Cc2cccc(C(=O)Nc3cccnc3)c2C1=O
→ 0.5	-3	-0.5	5
COc1cc(NC(=O)c2ccccc2)c(OC)cc1NC(=O)/C=C/c1ccc([N+](=O)[O-])cc1
→ 0.1	-10	-0.1	-9
CC(C)CNC(=S)Nc1ccccc1
→ -0.9	2	-0.1	0
CC(C)(C)n1nc2c(c1NC(=O)COc1ccc(Cl)cc1Cl)CS(=O)(=O)C2
→ -0.8	-1	0.0	7

Continued:
Values run as follows: GPR151 activ	MITF primary	FBW7 act	TEAD-YAP inh
O=C(Nc1cccc([N+](=O)[O-])c1)c1ccc2c(c1)C(=O)N(c1ccc(I)cc1)C2=O
→ 0.3	-2	0.1	7
CCCCCC1CCC(c2ccc(OC(=O)c3cccc(C(=O)OCC)n3)cc2)CC1 (centres undefined)
→ -0.1	-3	-0.2	-2
Cc1cc(C)cc(C(=O)Nc2cc(-n3c(C)nc4ncccc4c3=O)ccc2F)c1
→ -0.7	-1	-0.2	-5
O=C(COc1cccc2ccccc12)NS(=O)(=O)c1ccc(Cl)cc1
→ 0.9	0	-0.3	8
